VLA-4 inh: inhibition in a human VLA-4 binding assay | P13612 | inhibition, % (about 7 µM as worked out from the volumes in the protocol) | hit rate 0.2% among 330,000 | VLA-4 expressing cells, ligand binding flow cytometry; in the data active = inhibition above about 50%
GRK2 inh: human GRK2 inhibition via aptamer displacement; bead flow cytometry, FAM-aptamer displacement from GRK2; hit rate 0.59% among 330,000; P25098; inhibition of aptamer binding, % at 10 µM; AID 488847;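 active = inhibition of aptamer binding above 40%, roughly 3 SD of noise, on plates passing a quality check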;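 note: median bead fluorescence of bound FAM aptamer so fluorescent compounds give negative values; no value below 0 was filed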
BCLXL inh: Bcl-xL (human) inhibition; Q07817; GST-Bcl-xL / FITC-Bim BH3 peptide fluorescence polarization; inhibition, % at 10.9 µM; hit rate 0.7% among 320,000;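 active = inhibition above the mean of all tested compounds plus 3 SD, cutoff set per campaign, cut at about 30% in these data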;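 note: 0% = DMSO wells and 100% = unlabeled Bim-BH3 peptide competitor; inhibitors lower millipolarization by displacing the labeled peptide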
Target sequence (Q07817 whole entry, looked up): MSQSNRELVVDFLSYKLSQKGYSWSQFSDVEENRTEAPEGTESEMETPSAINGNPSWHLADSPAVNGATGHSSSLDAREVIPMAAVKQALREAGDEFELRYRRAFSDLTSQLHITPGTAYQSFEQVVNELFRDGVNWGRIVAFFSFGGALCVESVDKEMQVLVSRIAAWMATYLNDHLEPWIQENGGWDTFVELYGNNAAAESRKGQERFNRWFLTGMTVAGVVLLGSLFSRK
MEX-5 binding: C. elegans MEX-5 TCR-2 RNA binding activity. Q9XUB2. MEX-5/FITC-TCR2 RNA binding, fluorescence polarization; stronger effect = lower value. activity score (negative = inhibition of binding), % at 10 µM. hit rate 0.38% among 300,000;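 active = inhibition past about -25% in most replicates, and total fluorescence under double the plate's negative control median, limit read from the data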;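 note: 0% = DMSO and -100% = 5 µM competing unlabeled TCR2 RNA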
Target sequence (Q9XUB2 whole entry, looked up): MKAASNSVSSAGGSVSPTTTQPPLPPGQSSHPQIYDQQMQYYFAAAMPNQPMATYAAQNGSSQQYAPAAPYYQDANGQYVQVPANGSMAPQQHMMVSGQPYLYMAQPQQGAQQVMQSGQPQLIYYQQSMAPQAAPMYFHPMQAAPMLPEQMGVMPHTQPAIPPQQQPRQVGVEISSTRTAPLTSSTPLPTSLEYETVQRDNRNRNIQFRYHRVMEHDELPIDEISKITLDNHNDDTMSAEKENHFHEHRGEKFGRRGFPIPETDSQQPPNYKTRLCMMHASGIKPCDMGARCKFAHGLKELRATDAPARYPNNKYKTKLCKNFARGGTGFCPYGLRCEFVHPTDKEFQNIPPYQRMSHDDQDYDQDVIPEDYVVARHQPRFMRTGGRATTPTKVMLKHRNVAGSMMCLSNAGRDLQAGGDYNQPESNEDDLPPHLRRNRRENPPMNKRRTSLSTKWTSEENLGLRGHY
PME-1 primary: PME-1 (human) inhibition. recombinant PME-1, FP-Rh probe fluorescence polarization. inhibition, % at 5.9 µM. hit rate 0.53% among 320,000;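 active = inhibition above the campaign mean of all compounds plus 3 SD, cut at about 26% in these data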;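 note: competitive labeling of PME-1 active site by serine hydrolase directed probe; 0% = PME-1 with DMSO and 100% = wells lacking PME-1 enzyme; inhibitors block probe labeling so polarization falls and inhibition rises; many of its hits are not listed in these tables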
Target sequence (Q9Y570 whole entry, looked up): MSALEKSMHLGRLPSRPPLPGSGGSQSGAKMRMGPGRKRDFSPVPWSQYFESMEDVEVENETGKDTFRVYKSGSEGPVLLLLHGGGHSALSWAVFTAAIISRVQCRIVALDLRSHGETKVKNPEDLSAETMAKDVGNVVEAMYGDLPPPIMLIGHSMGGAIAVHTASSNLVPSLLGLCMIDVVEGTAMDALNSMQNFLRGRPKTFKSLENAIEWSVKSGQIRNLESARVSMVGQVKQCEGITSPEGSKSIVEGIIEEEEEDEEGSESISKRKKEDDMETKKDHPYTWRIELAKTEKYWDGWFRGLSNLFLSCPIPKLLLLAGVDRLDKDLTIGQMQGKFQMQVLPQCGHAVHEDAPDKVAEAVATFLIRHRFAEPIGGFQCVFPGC
Fam108B inh: counter-screen for RBBP9 inhibitors: inhibitors of mouse Fam108B | recombinant Fam108B, FP-Rh probe fluorescence polarization | AID 1947 | inhibition, % at 9.51 µM | hit rate 0.33% among 300,000;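 active = inhibition above the screen mean inhibition plus 3 SD, computed separately per campaign, cut at about 18% in these data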;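 note: inhibitors lower polarization as less probe binds the enzyme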
MCL1 BIM primary: inhibitors of human MCL1 binding to BIM-BH3 peptide | Q07820 | GST-MCL1 / FITC-Bim-BH3 fluorescence polarization | inhibition, % at 10.9 µM | hit rate 0.68% among 320,000 | AID 2057;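 active = inhibition above the mean inhibition of all tested compounds plus 3 SD, set per campaign, cut at about 40% in these data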;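 note: 0% = DMSO wells and 100% = unlabeled Bim-BH3 peptide control; higher means more loss of mP so more displacement of Bim peptide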
Efflux pump mplx: inhibitors of Candida antifungal efflux pumps expressed in yeast | hit rate 0.44% among 330,000 | inhibition, % at 10 µM | S. cerevisiae Candida pump triplex, Nile Red efflux;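 active = plate passing quality check with inhibition over a set limit, or well fluorescence over plate mean plus 4 SD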;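 note: Nile Red retained in pooled yeast measured as flow cytometry median fluorescence; 0% = buffer negative control and 100% = Enniatin B positive control; higher means more Nile Red kept so more efflux inhibition; some compounds called inactive have numbers as strong as hits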
GLD-1 RNA inh: GLD-1-TGE RNA interaction inhibition (C. elegans) | Q17339 | inhibition, % at 5.96 µM | hit rate 0.44% among 320,000 | purified GLD-1 + fluorescein TGE RNA, fluorescence polarization;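 active = percent inhibition above a per-plate cutoff, the plate mean of test compounds plus 3 SD, cut at about 30% in these data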;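 note: 0% = DMSO wells with GLD-1 and probe and 100% = wells lacking GLD-1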
Active calls of the source: *; . = no result given. A portion of the library; count on the stated rates, not on these rows.

Screens in order: VLA-4 inh | GRK2 inh | BCLXL inh | MEX-5 binding | PME-1 primary | Fam108B inh | MCL1 BIM primary | Efflux pump mplx | GLD-1 RNA inh
COC(=O)c1ccc(NCCC(=O)O)cc1
  -2.3 | 2.0 | 3.2 | 0.1 | 4.9 | -0.2 | 2.5 | -0.1 | -0.3
O=C1CCCN1c1ccc(S(=O)(=O)NCCc2ccc(Cl)cc2)cc1
  8.6 | 2.0 | 0.7 | 0.8 | 1.9 | 7.4 | -5.4 | 0.1 | 3.5
CCN1CCN(Cc2coc3ccc(C)cc3c2=O)CC1
  12.3 | 0.0 | -0.4 | 2.2 | 3.0 | -2.5 | -0.6 | 0.0 | 0.3
COc1ccc(CC(=O)OCC(=O)Nc2cc(S(=O)(=O)N3CCOCC3)ccc2N2CCCC2)cc1
  -15.6 | 4.0 | 2.8 | -2.8 | -9.1 | -1.5 | 0.2 | 0.1 | -0.9
CCOc1ccc(C(=O)NCC(=O)NC(C)c2ccc(-n3ccnc3)cc2)cc1OCC (stereo unspecified)
  10.3 | 0.0 | 2.4 | 0.2 | -2.8 | 4.0 | 11.2 | 0.3 | 3.6
COC(=O)c1cccc(NC(=O)/C=C/c2ccc3c(c2)OCO3)c1
  -0.2 | 0.0 | 1.2 | 1.6 | -57.4 | -5.3 | 1.4 | 0.1 | -0.6
Cc1ccc(NC(=O)C2C3CCCCC32)cc1[N+](=O)[O-] (stereo unspecified)
  8.2 | 2.0 | -3.2 | 3.1 | 6.4 | 5.6 | -3.8 | 0.5 | 5.5
Cc1ccc(C2=NS(=O)(=O)N(C)C(C(=O)NCc3ccccc3)=C2)cc1
  -7.9 | 3.0 | 4.0 | 4.2 | 6.7 | -6.0 | 0.2 | 0.0 | 0.7
COCC1CCCN(C(=O)c2cc(COc3ccc4ncccc4c3)on2)C1 (stereo unspecified)
  -13.1 | 0.0 | -0.1 | -2.6 | 6.0 | -6.0 | -2.5 | 1.3 | -6.0
O=Cc1ccc2cccnc2n1
  -1.7 | 0.0 | 10.2 | -1.7 | -2.2 | -5.0 | 3.6 | -0.1 | 1.4
Cc1ccc(NC(=O)Cn2cnc([N+](=O)[O-])c2)cc1C
  29.0 | 0.0 | 2.9 | -1.2 | -0.3 | 1.9 | 0.7 | -0.1 | -4.9
CCOc1ccccc1NC(=O)NC(=O)N(C)S(=O)(=O)c1ccc(C)cc1
  -4.0 | 0.0 | 7.4 | 1.1 | -24.0 | -4.9 | 3.7 | 0.1 | 15.9
CCn1cc(CNC(=O)NC2CCCCC2)c(C)n1
  -3.1 | 0.0 | 8.3 | -1.2 | 2.6 | 3.0 | 9.1 | 0.1 | 6.4
CC1CC(C)CN(C(=O)c2cccc(N3C(=O)c4ccccc4C3=O)c2)C1 (stereo unspecified)
  17.4 | 4.0 | -0.1 | . | -2.5 | . | 10.2 | 0.1 | 4.3
O=C(CCN1CCc2ccccc2C1)c1ccc2c(c1)OCCO2
  6.6 | 0.0 | -1.6 | 1.2 | -4.5 | 1.4 | -9.7 | 0.2 | 1.3
Cc1noc(C)c1S(=O)(=O)N1CCC(C(=O)N2CCN(Cc3ccc4c(c3)OCO4)CC2)CC1
  10.1 | 1.0 | 0.6 | -4.8 | -2.7 | -4.1 | -4.4 | -0.3 | -0.8
O=C1CCCC2=C1C(Cc1ccccc1)C1=C(CCCC1=O)O2
  -5.8 | 0.0 | 5.8 | -0.9 | 4.2 | -1.1 | 4.9 | -0.1 | 1.0
CCCNC(=O)Cn1c(=O)oc2ccccc21
  6.5 | 0.0 | -2.9 | 0.8 | -1.7 | -1.6 | -5.0 | 0.0 | 8.7
O=C(O)c1cc(-c2cccs2)[nH]n1
  11.1 | 2.0 | 1.5 | 1.6 | 2.1 | -1.8 | 0.9 | 0.4 | 0.8
COC(=O)[C@H](Cc1ccccc1)NC(=O)NCCc1ccc(S(N)(=O)=O)cc1
  -14.9 | 0.0 | 1.3 | 0.0 | -3.2 | -1.1 | 5.6 | 0.3 | 2.7
Cc1ccc(-c2ccnc3c(Br)c(C)nn23)cc1
  9.8 | 1.0 | -1.5 | 1.9 | -0.7 | 2.4 | 3.8 | 0.1 | -1.5
CCn1cc(S(=O)(=O)Nc2ncccn2)cn1
  5.3 | 2.0 | 0.4 | -3.4 | 0.5 | -4.5 | 4.0 | 0.2 | -4.2
CC1CC(C)CN(S(=O)(=O)c2ccc(NC(=O)C3CSC4(C)CCC(=O)N34)cc2)C1 (stereo unspecified)
  -9.3 | 0.0 | -0.5 | -0.1 | 5.6 | 1.0 | -2.8 | 0.2 | 7.2
O=S(=O)(c1cccc2nsnc12)N1CCc2ccccc2C1
  2.2 | 1.0 | -1.0 | 1.3 | 0.1 | 0.8 | 2.1 | 0.1 | 1.1
COc1cc2c(cc1OC)C(NC(=O)C(F)(F)F)C/C2=N\O (stereo unspecified)
  0.1 | 0.0 | 4.6 | 0.4 | -1.8 | 0.2 | -1.4 | -0.1 | -0.8
O=C(c1cc(-c2ccc(O)cc2)on1)N1CCN(c2ccc(F)cc2)CC1
  5.5 | 4.0 | 4.1 | -0.4 | -9.2 | 3.5 | -0.5 | 0.3 | 1.1
Cc1cc(C)cc(NS(=O)(=O)c2ccc(Oc3ncc(C(F)(F)F)cc3Cl)cc2)c1
  16.4 | 0.0 | 0.1 | -0.8 | -64.5 | -38.0 | -7.5 | 0.2 | 0.4
C#Cc1ccc([C@@H]2C=C(C(=O)N3CCN(Cc4ccc5c(c4)OCO5)CC3)O[C@H](OCC)[C@H]2CCCO)cc1
  0.6 | 6.0 | 3.4 | 1.3 | 0.7 | 2.1 | 5.4 | 0.0 | 2.4
CC(C)c1ccc(C2NC(=O)CCC2[N+](=O)[O-])cc1 (stereo unspecified)
  7.8 | 0.0 | 8.6 | -1.0 | 1.3 | 1.4 | 0.5 | -0.1 | 6.2
CC(=O)c1cc2c(cc1NC(=O)CSc1nc3ccccc3o1)OCO2
  -2.1 | 0.0 | 3.5 | 0.1 | -1.4 | -5.8 | -0.8 | 0.0 | 4.3

A run of entries taken from the entries so far, for reference:
Screens in order: VLA-4 inh | GRK2 inh | BCLXL inh | MEX-5 binding | PME-1 primary | Fam108B inh | MCL1 BIM primary | Efflux pump mplx | GLD-1 RNA inh
CC(C)c1ccc(C2NC(=O)CCC2[N+](=O)[O-])cc1 (stereo unspecified)
  7.8 | 0.0 | 8.6 | -1.0 | 1.3 | 1.4 | 0.5 | -0.1 | 6.2
CC(=O)c1cc2c(cc1NC(=O)CSc1nc3ccccc3o1)OCO2
  -2.1 | 0.0 | 3.5 | 0.1 | -1.4 | -5.8 | -0.8 | 0.0 | 4.3

Other compounds
Screens in order: VLA-4 inh | GRK2 inh | BCLXL inh | MEX-5 binding | PME-1 primary | Fam108B inh | MCL1 BIM primary | Efflux pump mplx | GLD-1 RNA inh
Cc1onc(-c2c(F)cccc2Cl)c1C(=O)OCC(=O)NC(c1ccccc1)c1ccccc1
  8.8 | 0.0 | 3.0 | -4.0 | -4.4 | -6.1 | -4.7 | -0.1 | -2.8
COC(=O)c1ccc(SCC(=O)NC2CCCCC2)c([N+](=O)[O-])c1
  -16.8 | 3.0 | 6.5 | -0.2 | 0.3 | 2.5 | -1.1 | 0.0 | 6.1
Cn1c(NC(=O)COc2ccccc2)cc(=O)n(C)c1=O
  -5.3 | 0.0 | 0.5 | -1.5 | -3.0 | -1.9 | -2.2 | -0.2 | -3.1
C=CCN1C(=O)C(O)(CC(=O)c2ccc(OC)cc2OC)c2cc(Br)ccc21 (stereo unspecified)
  12.7 | 0.0 | 0.7 | 0.3 | 3.2 | 4.2 | 9.3 | 0.1 | 4.6
Cc1ccc(S(=O)(=O)n2c(=O)oc3ccccc32)cc1
  -14.7 | 2.0 | 2.5 | -0.5 | 3.3 | -0.9 | 2.5 | -0.1 | 5.5
CCCC1(c2ccccc2)NC(=O)N(CC(=O)NCc2ccc(C)cc2)C1=O (stereo unspecified)
  -0.9 | 14.0 | -0.6 | 3.3 | 4.8 | -3.7 | 3.5 | -0.2 | -3.5
CC(=O)OCC(=O)[C@@]1(O)[C@H](C)C[C@H]2[C@@H]3CCC4=CC(=O)C=C[C@]4(C)[C@@]3(F)[C@@H](O)C[C@@]21C
  29.6 | 4.0 | -2.5 | 0.7 | -3.7 | -0.5 | 5.3 | 0.1 | -0.1
C=CCNc1nc2c3ccccc3n(C(C)=O)c2s1
  0.2 | 3.0 | -2.9 | -3.8 | 0.6 | 2.0 | 3.3 | -0.1 | 4.3
Cc1ccccc1NC(=O)c1sc(Cl)nc1-c1ccccc1
  -8.8 | 3.0 | 3.8 | 0.1 | 4.2 | -0.6 | 6.3 | 0.1 | -4.7
C/C(=N\NC(=O)c1cc2ccccc2cc1O)c1cc2ccccc2o1
  -4.5 | 1.0 | 2.0 | -1.9 | -21.0 | 13.0 | -1.3 | 0.1 | -5.0
C=C(C)C(=O)Nc1cccc(C2=NOC3(C2)C[C@H](C(N)=O)N(C(=O)c2ccccc2)C3)c1 (stereo partly specified)
  6.4 | 48.0* | -0.3 | -2.3 | -17.6 | -9.5 | -8.9 | 0.1 | -4.3
O=C1N(c2ccccc2)C2CS(=O)(=O)CC2N1c1ccc(Br)cc1 (stereo unspecified)
  3.5 | 0.0 | -0.2 | -1.9 | 3.2 | 1.0 | -1.0 | 0.1 | 1.7
Cc1nn(CC(=O)NC(=O)c2ccccc2)c(C)c1[N+](=O)[O-]
  14.0 | 0.0 | -0.5 | . | -3.1 | . | -7.7 | 0.5 | -2.0
CN(CC(=O)NCCCc1ccccc1)S(=O)(=O)c1ccc(Br)cc1
  -2.4 | 4.0 | 1.2 | 0.2 | -7.5 | -0.3 | 1.9 | 0.0 | 7.7
CCOC(=O)C(NC(=O)c1ccccc1Cl)(Nc1ccc(C(F)(F)F)cc1)C(F)(F)F (stereo unspecified)
  15.2 | 1.0 | 5.6 | 2.6 | -2.6 | -6.3 | 7.2 | -0.4 | -1.3

Seven compounds already listed, ordered by their value in GRK2 inh, largest number first.
canonical_smiles	VLA-4 inh	GRK2 inh	BCLXL inh	MEX-5 binding	PME-1 primary	MCL1 BIM primary	Efflux pump mplx	GLD-1 RNA inh
C=C(C)C(=O)Nc1cccc(C2=NOC3(C2)C[C@H](C(N)=O)N(C(=O)c2ccccc2)C3)c1 (stereo partly specified)	6.4	48.0*	-0.3	-2.3	-17.6	-8.9	0.1	-4.3
CCCC1(c2ccccc2)NC(=O)N(CC(=O)NCc2ccc(C)cc2)C1=O (stereo unspecified)	-0.9	14.0	-0.6	3.3	4.8	3.5	-0.2	-3.5
COc1ccc(CC(=O)OCC(=O)Nc2cc(S(=O)(=O)N3CCOCC3)ccc2N2CCCC2)cc1	-15.6	4.0	2.8	-2.8	-9.1	0.2	0.1	-0.9
C=CCNc1nc2c3ccccc3n(C(C)=O)c2s1	0.2	3.0	-2.9	-3.8	0.6	3.3	-0.1	4.3
COC(=O)c1ccc(NCCC(=O)O)cc1	-2.3	2.0	3.2	0.1	4.9	2.5	-0.1	-0.3
Cc1ccc(-c2ccnc3c(Br)c(C)nn23)cc1	9.8	1.0	-1.5	1.9	-0.7	3.8	0.1	-1.5
CC1CC(C)CN(S(=O)(=O)c2ccc(NC(=O)C3CSC4(C)CCC(=O)N34)cc2)C1 (stereo unspecified)	-9.3	0.0	-0.5	-0.1	5.6	-2.8	0.2	7.2

Screens from PubChem BioAssay.
